DAX1 inh-1 = blocks DAX1 repression of SF-1 activated StAR promoter | HEK293T StAR-luciferase reporter, SF-1/DAX-1 repression relief | inhibition, % at 6.8 µM | 370,000 tested, 1.1% active | AID 652010;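 active = inhibition above the mean over all tested compounds plus 3 SD, cut at about 3.6% in these data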;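 also: 0% = DAX-1 cells with DMSO and 100% = cells lacking DAX-1 with DMSO; higher inhibition means more luminescence from relief of DAX-1 repression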
PG9 Ab binder = small molecules binding HIV-1 gp120 antibody PG9. AID 624416. inhibition, % at 6.7 µM. TR-FRET gp120-PG9 antibody binding. 360,000 tested, 0.43% active; in the data active = inhibition above about 8.5%
ADAM17 inh = ADAM17 inhibition, QFRET primary screen | inhibition, % at 6.95 µM | P78536 | recombinant ADAM17, EDANS/DABCYL FRET peptide cleavage | 370,000 tested, 0.83% active;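 active = inhibition above the mean of compounds lying between control limits plus 3 SD, set per campaign, cut at about 8.5% in these data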;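 also: 0% = DMSO-only wells as the low control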
ssDAF12 agonist = activates DAF-12 receptor from parasite S. stercoralis; HEK293 ssDAF-12/GRIP1 lit1-tk-luc reporter, luminescence; % of 3 µM dafachronic acid response; activation, % at 6.8 µM; 370,000 tested, 1% active; AID 652126;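 active = activation above the mean over all tested compounds plus 3 SD, cut at about 0.9% in these data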;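 also: 0% = DMSO-only wells and 100% = 3 µM delta7-dafachronic acid wells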
DAX1 inh-2 = NR0B1 (DAX1) inhibition; HEK293 Gal4-DAX1 luciferase reporter, luminescence; AID 504766; 340,000 tested, 0.99% active; inhibition, % at 6.75 µM; P51843;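 active = inhibition above the mean over all tested compounds plus 3 SD, cut at about 4.2% in these data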;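 also: 0% = DAX1-transfected cells with DMSO and 100% = empty-vector control cells with DMSO; inhibition shows as a rise in luminescence from relieved DAX1 repression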
Target sequence (P51843 207-470 limits assumed): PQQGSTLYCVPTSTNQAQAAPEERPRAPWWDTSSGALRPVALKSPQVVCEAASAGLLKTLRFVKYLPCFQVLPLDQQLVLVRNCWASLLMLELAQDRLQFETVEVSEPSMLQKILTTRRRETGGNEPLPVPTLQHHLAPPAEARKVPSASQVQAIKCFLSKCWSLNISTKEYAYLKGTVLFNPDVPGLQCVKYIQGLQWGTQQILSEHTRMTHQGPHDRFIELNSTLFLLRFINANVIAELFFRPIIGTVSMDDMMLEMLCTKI
hgDAF-12 ag = agonists of H. glycines DAF-12 nuclear receptor | HEK293 GAL4-hgDAF12 UAS-luciferase reporter, agonist luminescence; normalized to butyrate control | activation, % at 6.8 µM | 370,000 tested, 1.8% active | AID 687014;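 active = activation above a cutoff set at the mean of all screened compounds plus 3 SD, cut at about 10% in these data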;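 also: 0% = DMSO wells and 100% = sodium butyrate wells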
SMARCA2 activ = activators of SMARCA2 function; MG213 cells, MMTV-luciferase reporter, dexamethasone, overnight; activation, % at 9.1 µM; 370,000 tested, 1% active; in the data active = activation above about 7.8%;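 also: 0% = vehicle wells and 100% = reference activator wells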
hcDAF-12 act = activators of H. contortus DAF-12 nuclear receptor | HEK293 hcDAF-12 lit1-tk-luc reporter, luminescence; 0% DMSO, 100% Δ7-dafachronic acid | activation, % at 6.8 µM | 370,000 tested, 1.4% active | AID 652067;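 active = activation above the mean of all tested compounds plus 3 SD, cut at about 5.5% in these data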;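 also: 100% = response to 3 µM Δ7-dafachronic acid high control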
FXN GAA850 act = increases GAA850 frataxin promoter reporter activity | HEK293 lucGAA850 FXN promoter luciferase reporter, 24 h; percent of 10 µM SAHA response | activation, % at 6 µM | 360,000 tested, 0.56% active;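 active = activation above the average of all compounds screened plus 3 SD, cutoff fixed separately per campaign, cut at about 7.5% in these data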;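 also: 0% = DMSO wells and 100% = 10 µM SAHA wells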
ADAM10 inh = inhibits human ADAM10; O14672; recombinant ADAM10, EDANS/DABCYL FRET peptide cleavage, 3 h; inhibition, % at 7 µM; 370,000 tested, 0.62% active;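 active = inhibition above a per-campaign cutoff equal to the mean of compounds falling between control-based bounds plus 3 SD, cut at about 20% in these data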;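 also: 0% = DMSO wells while the 100% control is not disclosed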
Target sequence (O14672 214-748 limits assumed): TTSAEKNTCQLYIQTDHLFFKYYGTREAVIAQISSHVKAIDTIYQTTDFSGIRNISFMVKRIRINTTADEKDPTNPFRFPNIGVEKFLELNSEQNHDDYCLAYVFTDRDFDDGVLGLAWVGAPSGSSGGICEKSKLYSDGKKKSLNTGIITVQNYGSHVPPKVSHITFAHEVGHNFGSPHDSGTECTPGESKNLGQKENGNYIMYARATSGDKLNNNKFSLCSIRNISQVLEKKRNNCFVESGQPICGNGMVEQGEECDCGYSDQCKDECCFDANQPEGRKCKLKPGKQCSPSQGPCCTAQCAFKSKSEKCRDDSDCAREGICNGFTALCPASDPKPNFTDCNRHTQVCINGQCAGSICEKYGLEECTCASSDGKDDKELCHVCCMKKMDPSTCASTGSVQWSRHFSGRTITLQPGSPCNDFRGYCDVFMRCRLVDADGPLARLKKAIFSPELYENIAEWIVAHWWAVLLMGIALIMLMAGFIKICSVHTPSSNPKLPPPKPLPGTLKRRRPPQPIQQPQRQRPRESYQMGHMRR
GC-A act = GC-A (human) enzyme activation. 370,000 tested, 0.14% active. HEK293 GC-A cells, cGMP TR-FRET, EC30 ANP; 0% at EC30 ANP, 100% saturating ANP. AID 1671463. activation, % at 10 µM. P16066; in the data active = activation above about 40%
Starred values were filed as active, the others as inactive; · = not tested or not shown. No enrichment for hits, and some 6.8% of all compounds hit somewhere here.

SMILES	DAX1 inh-1	PG9 Ab binder	ADAM17 inh	ssDAF12 agonist	DAX1 inh-2	hgDAF-12 ag	SMARCA2 activ	hcDAF-12 act	FXN GAA850 act	ADAM10 inh	GC-A act
CCCCC1CCC(c2nc(-c3ccccn3)no2)CC1 (stereo not given)	0.1	-2.8	3	-1.0	0.9	0.6	3	-0.5	-1.4	2	-3
O=C(NNC(=O)c1ccccc1C(F)(F)F)c1csc(N2CCOCC2)n1	1.6	0.3	-1	-0.9	0.4	0.0	-2	3.3	0.6	5	-2
CC1(C)CC(=O)CC2(C1)NCC(c1ccccc1Cl)c1c2[nH]c2ccccc12 (stereo not given)	-1.7	-0.7	-1	-2.1	0.5	0.0	-4	-1.3	-7.1	5	-10
COC(=O)C1=C(C)N(CCc2ccccc2)C(=O)/C1=C\c1ccco1	-0.6	-1.2	-2	-2.2	-0.7	0.3	1	0.4	3.3	-4	1
O=C(CCc1ccccc1)N1CCN(S(=O)(=O)c2cccs2)CC1	3.0	-2.5	-1	-1.0	0.3	2.8	-1	-1.0	-1.5	-3	1
O=S1(=O)N[C@H](Cc2ccccc2)COc2cc(N3CCN(Cc4ccccc4F)CC3)ccc21	-0.3	0.3	-3	-0.9	·	4.7	-4	-1.0	·	-5	2
Cc1ccc(C2=CC(=O)CC(C)(C)C2=O)cc1	0.9	-0.3	-2	-1.5	·	-1.9	0	-2.3	·	3	3
COc1ccccc1CNC(=O)c1cc(-c2ccccc2)nn1Cc1cc(C)no1	-0.4	0.9	-1	-0.4	0.9	-1.6	0	2.6	-1.4	0	11
CC(C)N(C(=O)[C@H]1C[C@H](CC(=O)NC(C)(C)C)C(=O)N2CCc3c([nH]c4ccc(Cl)cc34)[C@]12C)C(C)C	-1.0	1.1	8.7*	-1.3	-2.0	-2.7	-4	-1.0	-5.0	-1	-6
N#CC1=C(N)Oc2n[nH]c(-c3ccc(F)cc3)c2C1c1cccnc1 (stereo not given)	-0.3	1.9	-2	-0.8	-0.1	0.3	-1	0.5	-0.5	8	-11
Cc1ccc(OCC(=O)NCCc2nc3ccccc3[nH]2)c(C)c1	-0.2	-0.3	-1	-1.2	-0.3	-3.0	0	-0.6	1.8	2	-9
Cc1ccsc1S(=O)(=O)n1c(CN2CCOCC2)nc2ccccc21	0.3	·	-2	-1.4	·	-6.1	3	-1.3	·	-6	0
COc1cccc(NC(=O)c2ccc3c(SCC(=O)O)c4c(nc3c2)CCCC4)c1	0.2	4.7	-2	-0.7	2.9	-1.6	1	0.4	0.0	-2	-1
CCN(CC)CCNC(=O)c1c(O)c2c([nH]c1=O)CCCC2	0.4	0.2	-5	-1.4	0.7	0.5	2	1.6	-1.4	-4	1
C=CCN(C(=O)Nc1ccc(OC)cc1)c1nnc(-c2ccncc2)s1	-0.1	-0.9	-24	-0.8	1.7	-3.4	-1	-1.0	2.1	-44	-4
COc1ccc(CN2CC(C(=O)NCCCN3CCCCC3)CC2=O)cc1 (stereo not given)	0.1	-2.5	1	-0.9	-0.2	-2.0	0	0.9	0.4	11	4
CCO[C@@H]1OC(C(=O)N2CCN(C)CC2)=C[C@H](C2CCCCC2)[C@H]1CCCO	-0.1	0.8	-6	-1.1	-0.8	-1.0	0	-1.7	-2.1	-1	-2
CC(C)(C)c1ccc2cccc(F)c2n1	0.4	-0.9	-1	-0.7	·	1.6	9.4*	2.0	·	-1	5
O=C(c1cccc(Cl)c1)N1CCCC(C(=O)N2CCN(c3ccccc3)CC2)C1 (stereo not given)	-2.8	0.3	-5	-0.8	1.4	-1.5	-1	-1.4	1.6	2	1
CCC1(C(=O)OC)NC(c2ccco2)C2C(=O)N(c3ccc(C)cc3)C(=O)C21 (stereo not given)	-0.4	0.6	-3	-0.6	2.5	0.0	-1	-0.6	-1.3	-8	0

Individual results from the results shown:
Under FXN GAA850 act, CCO[C@@H]1OC(C(=O)N2CCN(C)CC2)=C[C@H](C2CCCCC2)[C@H]1CCCO reads -2.1
Under FXN GAA850 act, COc1ccc(CN2CC(C(=O)NCCCN3CCCCC3)CC2=O)cc1 (stereo not given) reads 0.4

The list continues:
SMILES	DAX1 inh-1	PG9 Ab binder	ADAM17 inh	ssDAF12 agonist	DAX1 inh-2	hgDAF-12 ag	SMARCA2 activ	hcDAF-12 act	FXN GAA850 act	ADAM10 inh	GC-A act
Cc1cccc(NC(=O)CNC(=O)Cn2cc(C(F)(F)F)cc(Cl)c2=O)c1C	3.2	-3.4	4	-1.2	0.6	1.0	1	0.2	-0.1	2	-2
CC(C)CNC(=O)CSc1nc2scc(-c3ccccc3)c2c(=O)[nH]1	-0.9	3.1	-3	-0.8	-1.0	-0.9	-2	-2.2	-0.7	-1	-2
Cc1csc(C(=O)O)c1NC(=O)c1cccc([N+](=O)[O-])c1	0.2	-0.4	-1	-1.1	·	0.6	-3	-0.4	-2.4	-1	-1
CC(=O)c1cnc(Nc2ccc(C)cc2)s1	1.8	1.0	1	-1.3	4.7*	9.1	1	0.8	4.2	0	2
C=CCSC1=N/C(=C\c2ccsc2)C(=O)S1	0.3	-1.6	-3	-1.4	2.4	0.7	0	-1.0	1.2	-4	-5
Fc1cccc(NC(=S)Nc2cccnc2)c1	0.6	0.4	-3	-1.4	0.1	0.5	0	-1.3	-1.1	-4	5
O=C(CSc1nnc(COc2ccc(Cl)cc2)o1)N1c2ccccc2CCc2ccccc21	-0.6	0.8	4	-1.2	-1.3	-0.9	-2	-2.4	0.7	14	10
Cc1[nH]c2ccccc2c1C(=O)C(=O)N1CCN(C(=O)c2ccco2)CC1	-0.1	0.4	-1	-1.4	-1.0	-0.4	-1	-0.8	1.1	-1	-7
Cc1cc(CNC(=O)COc2ccccc2F)c2ccccc2n1	-1.3	1.4	0	-2.2	-0.3	1.0	2	-3.8	3.5	-4	2
COc1ccccc1C/C(N)=N/O	-0.6	-0.9	0	-1.0	2.0	-1.2	0	0.5	-0.1	11	-2
O=C(Cc1ccc(O)cc1)NCCNC(=S)NCc1ccccc1	1.1	-1.5	-1	-0.7	0.5	-1.5	-2	2.4	-0.1	-1	-2
O=C1c2cccc3cccc(c23)C(=O)N1OS(=O)(=O)c1ccc(Br)cc1	-0.4	-1.8	0	-0.5	1.0	-1.0	1	1.7	1.6	3	1
CC(C)C[C@H]1CNC(=O)C(=O)N1C[C@@H]1CCCN1C[C@H](Cc1ccccc1)N1C[C@H](CC(C)C)N(CCc2ccccc2)C(=O)C1=O	0.0	0.9	-5	-1.3	·	-2.2	-3	0.1	·	-9	-3
Cc1ccc(C(=O)NCC(=O)OCC(=O)N(CC(C)C)c2c(N)n(Cc3ccccc3)c(=O)[nH]c2=O)cc1C	-0.7	-0.4	2	-0.9	-1.5	-0.6	4	-1.3	2.7	-3	-3
COc1ccc2c(c1)c(=O)oc1cc(O)ccc12	-0.2	0.4	-46	-0.9	4.7*	-0.1	5	-1.6	0.5	-170	4
COCCn1c(=O)[nH]c2cc(C(=O)NC3CCCCCC3)ccc2c1=O	1.2	-0.2	-2	-1.7	-1.0	0.7	1	-0.8	1.2	-7	2
O=C(/C=C/c1ccc(Cl)c([N+](=O)[O-])c1)c1cccnc1	0.1	-3.2	-1	-1.2	-1.6	-1.7	-4	1.4	0.6	11	-8
O=C(CN1C(=O)NC2(CCCC2)C1=O)N1CCN(S(=O)(=O)c2ccccc2[N+](=O)[O-])CC1	0.2	-0.1	0	-0.9	-0.8	0.9	-1	-0.7	0.7	-1	-1
CN1CCN(NC(=O)c2ccc(S(=O)(=O)N3CC4(C)CC3CC(C)(C)C4)cc2)CC1 (stereo not given)	0.2	-0.4	-4	-1.1	-0.8	0.2	-2	-1.9	0.1	-1	0
Cc1cc(C(=O)N/N=C2\CCCC(=O)C2)c(C)o1	2.0	0.6	-77	-0.6	-0.2	3.2	0	-1.8	0.5	-228	3
CCN1CCN(c2cc3c(cc2F)c(=O)c(S(=O)(=O)c2ccccc2)cn3C)CC1	-2.0	-1.9	-90	-0.2	0.9	2.4	1	-0.8	0.4	-346	17
NC1=NC2(CCCCC2)n2c(nc3ccccc32)N1	-0.5	-0.8	2	-1.3	0.1	0.7	0	-1.9	0.0	2	-1
COc1ccccc1NC(=O)c1oc2ccccc2c1NC(=O)c1ccco1	-0.3	6.0	-1	-1.6	-0.1	3.1	-2	1.4	1.0	-5	-3
COc1ccccc1C(=O)Nc1nnc(S(=O)(=O)N2CCOCC2)s1	0.0	5.4	-2	-0.3	0.5	3.1	2	1.4	1.9	-3	8
COc1cccc(C2C3=C(N=c4s/c(=C\c5ccc(O)cc5)c(=O)n42)c2ccccc2CC3)c1OC (stereo not given)	-0.3	1.4	-3	-1.0	-1.0	-0.9	-3	-0.2	3.1	-5	-5
O=C(CN1CCN(C(=O)C2CCCO2)CC1)Nc1ccc(Cl)cc1 (stereo not given)	-1.1	-2.8	0	-0.9	0.6	0.8	3	0.7	1.4	-1	0
O=C(CSc1nc2ccc([N+](=O)[O-])cc2[nH]1)NC1CCCCC1	-1.1	-0.2	1	-1.4	-1.6	-3.4	-6	-1.8	2.7	-4	4
O=C(CNC(=O)c1ccccc1)OC(C(=O)O)c1ccc(F)cc1 (stereo not given)	-1.0	1.4	-5	-1.0	0.0	-1.1	2	-0.4	-0.9	-11	-2
CN1CCN(C(c2ccc(C(F)(F)F)cc2)c2cc(Cl)c3cccnc3c2O)CC1 (stereo not given)	-1.0	-2.0	12*	-0.6	·	-7.8	-2	-0.7	·	16	-2
O=C(Cc1ccc(Cl)cc1)Nc1ccc(N2CCCC2)cc1	0.1	-0.1	2	-1.0	0.3	-1.2	2	-0.7	1.9	11	1
N#C/C(=N\Nc1ccccc1)C(=N)N1CCOCC1	0.4	-1.8	-4	-1.2	2.0	3.2	-1	0.5	5.5	-1	2
Cc1ccc(-c2nc(=S)c3c(n2Cc2ccco2)CCCC3)cc1	0.0	0.3	-3	-0.4	0.8	1.9	-2	4.1	1.6	-4	-2
CCOC(=O)CSC1=C(C#N)C(c2ccc(F)cc2)C(C(C)=O)=C(C)N1 (stereo not given)	0.6	-2.3	9.9*	-1.3	0.1	1.3	-3	-1.2	3.1	13	1
Brc1ccc2c(c1)C(c1cccs1)=NNC(c1cccnc1)=N2	0.2	0.9	0	-1.1	1.1	-0.7	1	-2.2	-0.8	-5	-14
Cc1ccc(CCC(=O)Nc2ccc(Cl)cc2)o1	0.3	-2.0	1	-1.1	-2.2	2.3	5	-1.4	0.7	7	-2
COc1ccc(S(=O)(=O)N2CCN(C(=O)c3cccs3)CC2)cc1	-0.3	0.8	-1	-1.4	0.5	-1.2	1	-2.1	2.1	5	1
COc1ccccc1OCCCCOc1ccccc1C(C)=O	-1.5	0.1	-2	-1.8	-1.1	-3.1	-3	2.4	1.3	-19	1
O=C(COc1ccccc1Cc1ccccc1)NCCCN1CCOCC1	0.2	-2.3	0	-1.5	1.5	-1.3	0	-1.8	2.1	3	-4

Screening data (PubChem)
